Bioassay records: PubChem BioAssay, several laboratories
GDH-TPI inh – counter-screen for M. tuberculosis FBA inhibitors: GDH-TPI coupled enzymes | GDH-TPI coupled enzyme counterscreen, NADH absorbance | inhibition, % at 4.8 µM | actives 1.2% (n = 360,000); in the data active means inhibition above about 30%;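 further: 0% = DMSO wells and 100% = wells lacking the enzyme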
UGM FP inh – Mtb UDP-galactopyranose mutase inhibition | purified UGM, fluorescence polarization probe displacement | P9WIQ1 | actives 0.06% (n = 320,000) | inhibition, % at 10 µM; in the data active means inhibition above about 10%, passing the limit was not always enough
FadD28 binding – blocks FadD28 binding to the bisubstrate probe | fluorescence polarization | inhibition, % at 12.5 µM | actives 0.22% (n = 360,000) | AID 588549; in the data active means inhibition above about 8.5%, passing the limit was not always enough
FBA Mtb inh – Mtb fructose-bisphosphate aldolase inhibition | purified M. tuberculosis FBA, fluorescence read-out | inhibition, % at 1 µM | actives 2.3% (n = 360,000); in the data active means inhibition above about 27%;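 further: 0% = vehicle and 100% = reference inhibitor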
BoNT-A LC inh2 – inhibitors of Botulinum neurotoxin A light chain protease; AID 588499; inhibition, % at 10 µM; multiplex microsphere protease substrate cleavage, flow cytometry; actives 0.17% (n = 360,000); further: plate controls were buffer without enzyme for full effect and enzyme alone for no effect
Anthrax LF prot – blocks Bacillus anthracis lethal factor protease; actives 0.12% (n = 360,000); inhibition, % at 10 µM; P15917; multiplex microsphere protease cleavage assay, LF; AID 588501; further: plate controls were buffer without enzyme for full effect and enzyme alone for no effect
Target sequence (P15917 whole entry, looked up): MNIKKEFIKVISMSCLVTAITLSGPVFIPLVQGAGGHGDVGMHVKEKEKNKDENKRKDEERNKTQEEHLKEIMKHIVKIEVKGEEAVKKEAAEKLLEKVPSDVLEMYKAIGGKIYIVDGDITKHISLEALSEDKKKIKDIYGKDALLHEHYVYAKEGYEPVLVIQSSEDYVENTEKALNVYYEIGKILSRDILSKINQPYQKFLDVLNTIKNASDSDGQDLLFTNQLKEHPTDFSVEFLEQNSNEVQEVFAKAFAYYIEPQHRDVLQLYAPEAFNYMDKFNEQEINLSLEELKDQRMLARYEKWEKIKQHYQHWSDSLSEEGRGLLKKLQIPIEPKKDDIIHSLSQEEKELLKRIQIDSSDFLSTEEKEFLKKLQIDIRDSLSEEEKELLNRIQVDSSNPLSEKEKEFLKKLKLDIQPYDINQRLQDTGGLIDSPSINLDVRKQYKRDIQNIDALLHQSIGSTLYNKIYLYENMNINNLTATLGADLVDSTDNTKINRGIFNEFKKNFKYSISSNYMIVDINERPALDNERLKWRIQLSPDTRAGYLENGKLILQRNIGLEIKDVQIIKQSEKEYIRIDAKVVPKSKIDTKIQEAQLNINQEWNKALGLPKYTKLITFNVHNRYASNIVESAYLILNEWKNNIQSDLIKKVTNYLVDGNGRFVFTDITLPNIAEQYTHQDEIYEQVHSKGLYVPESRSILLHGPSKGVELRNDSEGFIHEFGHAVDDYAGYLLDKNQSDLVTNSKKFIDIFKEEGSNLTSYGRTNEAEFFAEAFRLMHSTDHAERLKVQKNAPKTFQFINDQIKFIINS
BoNT-F LC inh – inhibitors of Botulinum neurotoxin F light chain protease; Multiplex microsphere protease cleavage assay, flow cytometry; inhibition, % at 10 µM; actives 0.22% (n = 360,000); in the data active means inhibition above about 35%, passing the limit was not always enough; further: plate controls were buffer without enzyme for full effect and enzyme alone for no effect
PfHsp40 rescue – rescue of PfHsp40-mediated yeast toxicity. actives 0.68% (n = 340,000). growth rescue, % at 12.5 µM. S. cerevisiae expressing PfHsp40, growth rescue, ATP luminescence; in the data active means growth rescue above about 28%, passing the limit was not always enough;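 further: yeast W303a lacking pdr1 and pdr3 grown in galactose medium; growth measured after three days at 30 °C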
Mtb BioA inh – inhibitors of Mycobacterium tuberculosis BioA enzyme; purified M. tuberculosis BioA enzyme, plate reader; inhibition, % at 9.99 µM; actives 0.096% (n = 360,000); AID 602481; in the data active means inhibition above about 40%
Starred values were filed as active, the others as inactive; . = no result given; & = joins results of further samples. Unless noted, no stated cut-off is given here; in the data, active means inhibition above about 30%; inconclusive means no clear call, values can overlap the other calls; inactive means below that.

SMILES	GDH-TPI inh	UGM FP inh	FadD28 binding	FBA Mtb inh	BoNT-A LC inh2	Anthrax LF prot	BoNT-F LC inh	PfHsp40 rescue	Mtb BioA inh
COc1ccc(NC(=O)C2Cc3c(-c4cccc(F)c4)ccnc3O2)cc1OC (configuration not stated)	11.6	.	-2.4	2.5	0.1	2.4	0.4	.	4.3
CC1(C(=O)OCC(=O)Nc2nc(-c3ccc(F)c(F)c3)cs2)CC1(Cl)Cl (configuration not stated)	1.4	1.2	-0.7	-1.2	0.8	-3.1	-2.1	0.4	0.0
CCOC(=O)c1cc(-c2ccccc2)n(CCC(=O)N2CCN(c3ccccc3OC)CC2)c1C	-3.0	-0.8	-3.4	-6.3	-0.8	-1.8	-2.4	0.5	-0.3
COc1cc(/C=N/NC(=O)c2cnn3c(C)cc(-c4ccccc4)nc23)ccc1O	36.8*	-0.1	0.7	-1.8	-0.4	2.9	17.3	1.4	1.9
CC(C)OC(=O)CSc1nnc(-c2ccccc2)n1N	2.9	2.2	0.5	0.3	1.0	12.7	5.1	1.2	0.2
O=C(CC1CCCCC1)NCC1CCCO1 (configuration not stated)	0.9	5.1	-2.6	-0.6	-1.1	-1.6	7.7	-2.4	-1.9
CCN(CC)C(=O)c1ccc(NC(=O)c2ccc(N3CCCC3=O)cc2)cc1	0.4	1.0	.	-0.7	-1.0	4.7	1.8	9.7	-0.1
CCOC(=O)C1=C(C)NC(=O)NC1c1ccc([N+](=O)[O-])o1 (configuration not stated)	2.5	1.2	-3.0	-4.7	-0.7	-5.7	-6.2	-1.5	0.0
O=C(O)c1cccc([N+](=O)[O-])c1C(=O)Nc1nc2ccccc2s1	-1.9	1.2	-5.6	0.1	-0.3	-0.5	3.4	1.4	.
CCOC(=O)n1c(=O)n(Cc2cccc(C)c2)c2ccccc21	1.0	-3.4	-2.8	6.0	0.1	-0.2	3.3	1.8	.
O=C1CSc2ccc(C(=O)Nc3cccc(S(=O)(=O)Nc4ccc(Br)cc4)c3)cc2N1	5.8	0.3	-1.1	0.3	0.7	0.3	-3.1	-1.1	.
O=C(CCCc1c[nH]c2ccccc12)Nc1ccc2ccccc2c1	5.6	0.9	-1.5	1.7	-1.1	0.2	-6.6	1.0	.
Brc1cnc(OCc2ccccc2)nc1OCc1ccccc1	10.6	.	1.1	1.9	-1.3	-7.8	-8.2	-1.1	-0.7
Cc1coc2cc3oc(=O)c(CCC(=O)NC4CC4)c(C)c3cc12	14.7	-0.4	-2.9	20.7	-0.4	0.6	8.8	-1.2	0.3
COc1ccc(-n2c(NC(=O)c3ccco3)c(C#N)c3nc4ccccc4nc32)cc1	13.8	-0.2	0.6	23.6	18.1	9.5	-7.6	0.0	3.2
O=C1c2ccccc2-c2cccnc21	3.7	-0.7	0.3	2.5	-0.6	6.0	-15.1	-0.5	4.0
COc1ccccc1N(CC(=O)Nc1ccccc1C)S(C)(=O)=O	-4.5	0.8	1.2	-4.3	-0.2	-1.8	7.6	-0.6	.
CCSc1n[nH]c2nc3c(c(=O)n12)C1(CCCC1)Cc1ccccc1-3	3.8	0.8	0.3	28.3*	-0.4	-6.5	-10.6	-0.2	-1.4
COc1ccc(C)cc1NC(=O)NC1CCN(Cc2ccccc2)CC1	-3.4	1.1	1.0	3.7	0.2	1.3	-4.1	-0.3	.
Cc1ccc(CNC(=O)C(=O)NCC2CCCO2)cc1 (configuration not stated)	5.0	1.8	1.0	5.8	-1.4	-6.1	-10.6	-0.2	0.2
CSc1ccc(Cl)c(C(=O)NCc2ccco2)c1	14.4	0.7	-0.8	6.8	0.4	-0.4	1.2	0.0	-2.3
O=C(COC(=O)/C=C/c1cccc(Cl)c1)NC1CC1	8.2	-0.7	0.8	2.8	-0.6	7.4	-2.0	1.3	-0.2
CC(C)CN1C(=S)SC(C)(C)C1n1oc(=O)n(-c2ccccc2)c1=O (configuration not stated)	-8.6	1.0	-10.7	-3.7	-0.4	-0.7	-1.3	4.5	.
N#Cc1c(Cl)nc2c(c1C#N)CCCC2	0.0	-2.2	-0.5	-1.0	-0.3	-3.8	-2.8	-1.0	.
O=C(Nc1ccc(Br)cc1)N1CCCCCC1	-2.2	0.0	-3.8	0.4	-0.9	-1.7	-8.2	-1.7	0.0

Rewritten with each value named: 3 of the compounds above.
> CSc1ccc(Cl)c(C(=O)NCc2ccco2)c1
  GDH-TPI inh: 14.4
  UGM FP inh: 0.7
  FadD28 binding: -0.8
  FBA Mtb inh: 6.8
  BoNT-A LC inh2: 0.4
  Anthrax LF prot: -0.4
  BoNT-F LC inh: 1.2
  PfHsp40 rescue: 0.0
  Mtb BioA inh: -2.3

> O=C(COC(=O)/C=C/c1cccc(Cl)c1)NC1CC1
  GDH-TPI inh: 8.2
  UGM FP inh: -0.7
  FadD28 binding: 0.8
  FBA Mtb inh: 2.8
  BoNT-A LC inh2: -0.6
  Anthrax LF prot: 7.4
  BoNT-F LC inh: -2.0
  PfHsp40 rescue: 1.3
  Mtb BioA inh: -0.2

> CC(C)CN1C(=S)SC(C)(C)C1n1oc(=O)n(-c2ccccc2)c1=O (configuration not stated)
  GDH-TPI inh: -8.6
  UGM FP inh: 1.0
  FadD28 binding: -10.7
  FBA Mtb inh: -3.7
  BoNT-A LC inh2: -0.4
  Anthrax LF prot: -0.7
  BoNT-F LC inh: -1.3
  PfHsp40 rescue: 4.5
  Mtb BioA inh: .

(list continues)
SMILES	GDH-TPI inh	UGM FP inh	FadD28 binding	FBA Mtb inh	BoNT-A LC inh2	Anthrax LF prot	BoNT-F LC inh	PfHsp40 rescue	Mtb BioA inh
COc1ccc(C(=O)c2coc3ccc(O)c(CN(C)C)c23)cc1	9.6	-1.9	-0.4	7.1	-0.7	-10.6	-13.8	-0.6	-0.8
O=C(NCc1cc(Cl)cc(Cl)c1)c1ccc2sc([C@H]3C[C@H](O)[C@@H](CO)O3)nc2c1	11.5	.	-1.6	0.2	-0.4	-1.9	-2.9	.	-0.5
Cn1cc([N+](=O)[O-])c(C(=O)Nc2cnn(Cc3ccc(F)cc3)c2)n1	-0.4	.	1.0	-0.8	0.2	1.0	-2.5	-1.3	.
Cc1ccc2cc(CN(Cc3ccco3)C(=S)NCC3CCCO3)c(=O)[nH]c2c1 (configuration not stated)	0.6	-0.7	-5.8	-0.7	-0.4	0.6	-3.3	0.2	-0.2
CC1(C(=O)NCC2CC2)Cc2c(-c3ccc4c(c3)OCO4)ccnc2O1 (configuration not stated)	11.1	.	-2.5	88.5*	-0.3	-3.3	-0.2	.	0.9
N#C/C(=N\O)c1nc2ccccc2s1	13.6	-0.6	-1.0	-4.0	0.3	-3.7	-2.1	0.5	-0.1
COc1cc(Cl)cc(NC(=O)CCN2CCN(C)CC2)c1	15.6	-3.6	-3.2	0.5	-1.7	0.2	-6.6	-0.1	6.7
Cc1cc(=O)oc2cc(OCC(=O)c3ccc4c(c3)NC(=O)CO4)ccc12	-9.9	0.6	-1.6	-1.0	-1.3	-6.7	-2.3	-0.8	.
COc1ccc(NC(=O)c2cn(CCC#N)nc2-c2cc3ccccc3o2)cc1	3.4	-0.4	0.2	-1.1	-0.4	-2.5	-5.3	0.9	.
COc1ccc(OCc2cc(C(=O)N3C[C@H]4CC[C@H]3C4)no2)c(Cl)c1	2.4	1.4	0.6	1.6	1.2	1.2	4.3	0.4	1.3
COc1ccccc1CN1CC(C(=O)N(C)CCCn2nc(C)cc2C)CCC1=O (configuration not stated)	9.3	0.9	-0.6	3.0	-0.1	5.5	-2.5	-1.2	-5.2
COC(=O)c1ccc(/C=N/n2cnnc2)cc1	5.7	-1.9	1.3	2.5	0.4	0.5	-7.2	-0.1	-0.7
CC(C(=O)c1ccc(-c2ccccc2)cc1)[n+]1ccccc1 (configuration not stated)	8.2	0.5	-0.6	-0.3	0.7	-2.1	9.6	-1.0	0.0
O=C(N/N=C/c1sc2ccccc2c1O)c1cccc2ccccc12	9.9	2.0	6.6	-1.4	8.7	2.6	-4.3	32.3*	.
CCCCNC(=S)N1CCn2cccc2C1c1ccccc1 (configuration not stated)	10.4	1.0	-1.7	-2.7	-0.7	-8.0	0.3	-0.5	-0.8
O=C([C@H]1O[C@@H](n2ccc(=O)[nH]c2=O)[C@H](O)[C@@H]1O)N1CCSC1	.	.	-3.1	3.9	-1.0	-4.9	-7.2	.	-1.0
C=CCn1c(=O)c2ccccc2n2c(SCC(=O)NC(C)C)nnc12	-3.7	.	-1.5	-2.8	1.0	1.3	12.2	0.9	.
CCc1c(C)nc(SCc2ccccn2)[nH]c1=O	2.6	-1.4	-1.7	5.2	-0.7	2.3	-1.0	-0.3	.
CCCNC(=O)c1nnsc1S(=O)c1ccc(Cl)cc1 (configuration not stated)	-0.3	.	-1.2	1.0	-0.7	-0.7	-13.1	15.9	.
Cc1ccc(C)c(N2CCN(C(=O)CCc3nc(-c4ccc(Cl)cc4)no3)CC2)c1	-8.5	.	-5.0	-0.5	-0.9	6.5	-5.9	0.1	2.1
NC(=O)CSc1ncc(-c2ccc([N+](=O)[O-])cc2)[nH]1	10.1	-0.6	-1.6	-1.4	-1.0	2.7	-4.4	0.6	.
COc1ccc(C(=O)NCc2nnc(SCC(=O)N3CCc4ccccc43)n2C2CCCCC2)cc1	0.0	0.0	-0.2	4.9	-0.5	-0.5	-3.2	4.0	-1.2
CCC(=O)N1CCc2cc(S(=O)(=O)N(CC)c3cccc(C)c3)ccc21	0.0	1.6	0.7	2.2	-1.2	-1.9	-30.9	0.9	-1.1
Cc1ccc(C(=O)CC(Nc2ccc(F)cc2)c2ccccc2)cc1 (configuration not stated)	9.0	.	-0.8	-2.4	-0.7	-7.7	-5.5	0.9	0.1
COc1ccccc1NC(=S)N1CCC(C(=O)c2ccc(F)cc2)CC1	3.5	3.2	-0.3	1.3	-1.0	3.2	-2.4	-0.1	.
SMILES	GDH-TPI inh	UGM FP inh	FadD28 binding	FBA Mtb inh	BoNT-A LC inh2	Anthrax LF prot	BoNT-F LC inh	PfHsp40 rescue	Mtb BioA inh
COc1ccc(/C=C/C(=O)c2cc(F)ccc2OC(=O)c2ccccc2C)cc1OC	9.9	-1.7	-4.7	-1.2	10.7	5.5	1.2	2.1	-1.1
CC(Oc1cc(F)ccc1[N+](=O)[O-])C(=O)N(C)CC(=O)Nc1ccccc1C(F)(F)F (configuration not stated)	0.9	0.9	0.8	-1.0	-0.3	-7.5	1.7	-1.2	.
COc1ccc(-c2csc3nc(C(C)C)oc(=O)c23)cc1OC	11.7	2.3	-3.3	1.1	-2.1	-4.4	-7.3	0.0	-0.1
O=C(c1ccc(Cl)cc1)n1c(NCc2ccccc2)n[nH]c1=S	24.4	0.3	0.2	0.5	0.2	-4.6	-1.5	0.1	.
C[C@@H]1CN([C@@H](C)CO)C(=O)c2cc(C#Cc3cccc(F)c3)cnc2O[C@H]1CN(C)C(=O)C1CCCCC1	-9.0	.	-5.5	-1.1	-0.2	-4.5	2.1	.	1.8&-0.9&2.7
Fc1ccc(NC(=S)Nc2cccc3ccccc23)cc1F	10.9	0.8	-2.8	48.6*	2.1	2.7	8.4	-0.8	-1.8
Cc1cc(C)c(NC(=O)CNC(=O)c2ccc3ncsc3c2)c(C)c1	6.7	-1.0	-3.9	-1.3	1.4	8.5	7.1	-0.6	-6.5
c1ccc(CCNc2nc(-c3ccccn3)nc3ccccc23)cc1	19.2	-3.9	-4.1	11.0	.	.	.	4.5	-1.3
Cc1ccc(NC(=O)c2ncn(CC(=O)NCc3nc4ccccc4[nH]3)n2)cc1C	9.4	.	-0.8	3.3	-1.3	-8.4	-4.1	4.7	-4.6
C=C1[C@H]2CC[C@H]3[C@]4(C)C[C@H](O[C@@H]5OC(CO)[C@@H](OSOOO)[C@H](OS(=O)(=O)O)[C@H]5OC(=O)CC(C)C)C[C@@H](C(=O)O)[C@H]4CC[C@]3(C2)[C@H]1O (some centres not stated)	4.8	-0.8	-1.0	0.0	1.1	7.0	-3.0	-1.0	-3.1
COc1cccc(N2C(=O)C3NN=C(C(=O)CN4C(=O)c5ccccc5C4=O)C3C2=O)c1 (configuration not stated)	17.0	-1.3	0.3	-1.3	0.7	1.5	-1.4	.	-0.5
Cc1ccccc1S(=O)(=O)NC(=O)C1(C)CCN1C(=O)c1ccccc1CCc1ccccc1 (configuration not stated)	9.1	.	-0.6	3.3	-1.0	-4.7	-10.4	.	1.6

Rows were taken by chance; overall some 4.7% were active at least once.
